EPAC1 agonist: agonists of human EPAC1. AID 720707. 360,000 compounds, 0.073% hits. EPAC1 agonist qHTS, biochemical assay; response scale: 100% = response to 6.5 mM cAMP. Potency, µM (doses to about 154 µM), inactives show at the top dose activation, actives largely listed as activators; note: nearly all actives have a fitted effect of over 60% in size
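Normalized to 6.5 mM cAMP, activity reflects EPAC1-catalysed release of BODIPY-GDP from Rap1B, followed kinetically over 30 min at 480 nm excitation, 540 nm emission. Reaction contained 100 nM EPAC1, 250 nM Rap1B-BODIPY-GDP, 50 uM GDP.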
TDP43 rescue: TDP-43 toxicity inhibition in yeast; Potency, µM (titrated, usually from 46.1 µM), without a hit: at the highest dose growth rescue (activation), actives largely listed as activators; 410,000 compounds, 1.8% hits; TDP-43 expressing yeast growth rescue, BacTiter-Glo, 24 h; note: % of control where 0% means no effect; nearly all actives have a fitted effect of over 50% in size
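Growth rescue of TDP-43-toxic yeast measured as ATP luminescence (BacTiter-Glo). Cells grown to mid-log in raffinose, induced in galactose at OD600=0.02, exposed to compound 24 hr at 30 deg C.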
PTHR1 agonist: agonists of human PTHR1 parathyroid hormone receptor | Q03431 | HEK293 GP2 PTHR1 cells, GloSensor cAMP luminescence, 1 h | Potency, µM (doses to about 115 µM), inactives show at the top dose activation, actives largely listed as activators | 410,000 compounds, 0.075% hits | AID 743266; note: nearly all actives have a fitted effect of over 55% in size; some results filed as inactive show a strong effect at the top dose; inactives centre near -15; many of its hits are not listed in these tables
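HEK-293-derived GP2 cells expressing PTHR1 and a GloSensor cAMP reporter, 3,000/well, plated overnight, given luciferin plus IBMX (each 0.5 mM as added) for 1 h at 37 °C, then compound for 1 h at 37 °C. Luminescence was read after 15 min at room temperature.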
EPAC2 agonist: activates human EPAC2 exchange factor; Q8WZA2; EPAC2 activation, biochemical qHTS; response scale: 100% = 6.5 mM cAMP response; Potency, µM (titrated, usually from 154 µM), for inactives: at the top dose activation, most hits filed as activators; 360,000 compounds, 0.079% hits; AID 720711; note: nearly all actives have a fitted effect of over 50% in size
Target sequence (Q8WZA2 whole entry, looked up): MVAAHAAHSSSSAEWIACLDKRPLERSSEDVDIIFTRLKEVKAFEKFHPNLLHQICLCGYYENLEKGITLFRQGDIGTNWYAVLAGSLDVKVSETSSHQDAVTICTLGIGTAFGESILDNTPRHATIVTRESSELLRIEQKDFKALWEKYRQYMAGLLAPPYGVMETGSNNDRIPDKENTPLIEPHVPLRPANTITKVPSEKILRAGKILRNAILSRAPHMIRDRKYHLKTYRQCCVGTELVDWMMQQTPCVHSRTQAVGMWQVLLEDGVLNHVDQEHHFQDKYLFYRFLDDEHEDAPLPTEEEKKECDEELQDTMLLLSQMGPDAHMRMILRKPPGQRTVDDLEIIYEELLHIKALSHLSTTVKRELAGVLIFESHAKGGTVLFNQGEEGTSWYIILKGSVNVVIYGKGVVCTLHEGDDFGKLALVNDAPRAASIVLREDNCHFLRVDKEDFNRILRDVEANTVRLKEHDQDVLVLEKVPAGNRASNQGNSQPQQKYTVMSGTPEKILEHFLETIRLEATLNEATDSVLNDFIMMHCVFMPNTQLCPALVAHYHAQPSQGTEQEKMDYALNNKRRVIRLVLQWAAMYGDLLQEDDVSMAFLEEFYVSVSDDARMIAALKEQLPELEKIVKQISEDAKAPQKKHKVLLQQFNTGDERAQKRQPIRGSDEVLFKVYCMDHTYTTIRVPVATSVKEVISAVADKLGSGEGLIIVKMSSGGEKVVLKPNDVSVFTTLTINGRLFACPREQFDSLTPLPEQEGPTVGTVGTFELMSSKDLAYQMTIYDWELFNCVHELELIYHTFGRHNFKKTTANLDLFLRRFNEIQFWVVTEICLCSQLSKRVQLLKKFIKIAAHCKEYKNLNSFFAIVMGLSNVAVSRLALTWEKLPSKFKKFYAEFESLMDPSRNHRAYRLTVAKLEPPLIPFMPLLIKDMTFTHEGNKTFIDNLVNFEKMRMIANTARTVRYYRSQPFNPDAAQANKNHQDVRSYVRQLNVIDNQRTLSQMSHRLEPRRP
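Compounds were added across a concentration range to EPAC2 (100 nM), RAP1B-BODIPY-GDP (250 nM) and GDP (50 uM). After 5 min at room temperature, fluorescence was recorded at 5-min intervals for 30 min.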
EPAC2 antagonist: blocks human EPAC2 exchange factor; EPAC2 GEF exchange of Rap1B-BODIPY-GDP, fluorescence; Potency, µM (top dose mostly 114 µM), inactives show top-dose activity, negative = inhibition, usual class: inhibitors; 360,000 compounds, 0.18% hits; note: % is set by controls: 0 for no effect and ±100 for the full control effect; nearly all actives have a fitted effect of over 45% in size; many of its hits are not listed in these tables
EPAC1 antagonist: EPAC1 (human) antagonism; O95398; EPAC1 GEF assay, Rap1b-BODIPY-GDP exchange fluorescence; Potency, µM (highest dose often 115 µM), inactives show top-dose activity change, negative = inhibition, usual class: inhibitors; 360,000 compounds, 0.14% hits; AID 720709;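 note: plate controls were vehicle for no effect and positive control for full effect; nearly all actives have a fitted effect of over 50% in size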
FUS yeast rescue: suppressors of FUS proteinopathy in yeast; S. cerevisiae FUS-expressing, growth rescue, OD600, 24 h; Potency, µM (top dose mostly 76.6 µM), inactives show at the highest dose growth rescue (activation), actives largely listed as activators; 390,000 compounds, 0.24% hits;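 note: plate controls were DMSO vehicle for no effect and reference control for full effect; nearly all actives have a fitted effect of over 55% in size; some results filed as inactive show a strong effect at the top dose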
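Restored growth of FUS-toxic S. cerevisiae, read as 600 nm absorbance after 24 h at 30C in galactose medium (starting OD 0.005). Controls CP55940 and DMSO.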
aSyn rescue: alpha-synuclein toxicity inhibition in yeast; Yeast expressing alpha-synuclein, growth rescue, BacTiter-Glo, 24 h; 370,000 compounds, 0.14% hits; Potency, µM (doses to about 46.1 µM), inactives show at the top dose growth rescue (activation), most hits filed as activators; AID 652106; note: % of control where 0% means no effect; nearly all actives have a fitted effect of over 65% in size
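Screening used galactose-induced yeast with toxic alpha-synuclein levels, exposed to compound for 24 hr at 30 deg C. Cell growth, read with BacTiter-Glo luminescence, gave the measured signal.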
* = called active by the depositor; & = joins results of further samples; [ ] = dose if it differs, or a comment. Calls come from the whole dose curve; as a rule, active = well fitted curve in the direction sought with a large enough effect; inconclusive = small, poorly fitted or top-dose-only effect, or another doubt; inactive = no such curve, though single readings can be large; an effect the other way counts as inactive or inconclusive. Potency is the fitted concentration of half-maximal effect. These rows are one share of the data (hit frequency here may not be typical).

For Cn1ccnc1C(=O)Cc1ccc([N+](=O)[O-])cc1 the results were EPAC1 agonist -8%, TDP43 rescue 0%, PTHR1 agonist -14%, EPAC2 agonist 13%, EPAC2 antagonist 0%, EPAC1 antagonist 3%, FUS yeast rescue -8% and aSyn rescue 4%.
`COc1ccc(N(CC(=O)NCCc2ccc(S(N)(=O)=O)cc2)S(=O)(=O)c2c(C)noc2C)cc1` gave EPAC1 agonist -6%, TDP43 rescue 6%, PTHR1 agonist inactive, EPAC2 agonist 8%, EPAC2 antagonist -1%, EPAC1 antagonist 12%, FUS yeast rescue 2% and aSyn rescue 9%.
`Cc1onc(-c2ccccc2)c1C(=O)NC(=S)NNC(=O)c1cc(-c2ccc(F)cc2)n[nH]1` gave EPAC1 agonist -11%, TDP43 rescue 7%, PTHR1 agonist -15%, EPAC2 agonist -7%, EPAC2 antagonist -3%, EPAC1 antagonist -23%, FUS yeast rescue 3% and aSyn rescue 2%.
Screening O=C(NNc1ccccc1)C(CCO)C(=O)NNc1ccccc1 returned EPAC1 agonist 8%, TDP43 rescue -2%, PTHR1 agonist inactive, EPAC2 agonist 3%, EPAC2 antagonist 5%, EPAC1 antagonist 18%, FUS yeast rescue 1% and aSyn rescue 2%.
For CC1(C)CCC(=O)C=C1Nc1ccc(F)c(Cl)c1 the results were EPAC1 agonist -7%, TDP43 rescue 0%, PTHR1 agonist inactive, EPAC2 agonist 6%, EPAC2 antagonist -2%, EPAC1 antagonist -5%, FUS yeast rescue -14% and aSyn rescue 2%.
Screening CN(Cc1ccccc1)C(=O)c1ccc(NC(=O)Cc2ccc(NC(=O)C3CCCN(C(=O)C4CCCC4)C3)cc2)cc1 (configuration not stated) returned EPAC1 agonist 4%, TDP43 rescue 26%, PTHR1 agonist -21%, EPAC2 agonist 5%, EPAC2 antagonist 4%, EPAC1 antagonist -9%, FUS yeast rescue inconclusive and aSyn rescue -1%.
`Nc1nnc(SCn2nnc3ccccc3c2=O)s1` gave EPAC1 agonist -10%, TDP43 rescue 18%, PTHR1 agonist inactive, EPAC2 agonist -3%, EPAC2 antagonist -5%, EPAC1 antagonist -11%, FUS yeast rescue -19% and aSyn rescue 1%.
`CC(C)C(NC(=O)OCc1ccccc1)C(=O)N1CCOCCOCCOCC1` (configuration not stated) gave EPAC1 agonist -4%, TDP43 rescue -4%[9.22 µM], PTHR1 agonist inactive, EPAC2 agonist 6%, EPAC2 antagonist 4%, EPAC1 antagonist 21%, FUS yeast rescue 17% and aSyn rescue 0%.
For O=C1CSC(=Nc2cccc(C(=O)O)c2)N1 the results were EPAC1 agonist 2%, TDP43 rescue -2%, PTHR1 agonist inactive, EPAC2 agonist -1%, EPAC2 antagonist -6%, EPAC1 antagonist -4%, FUS yeast rescue 9% and aSyn rescue 1%.
For CCCCN1C(Nc2ccccc2)=NC[C@@H]1C the results were EPAC1 agonist -2%, TDP43 rescue 8%, PTHR1 agonist -19%, EPAC2 agonist -6%, EPAC2 antagonist -5%, EPAC1 antagonist 9%, FUS yeast rescue -25% and aSyn rescue 5%.
Screening CSc1ccc(C(=O)C2CCCN(C(=O)CCc3cnn(C)c3)C2)cc1 (configuration not stated) returned EPAC1 agonist 3%, TDP43 rescue 0%, PTHR1 agonist -2%, EPAC2 agonist -6%, EPAC2 antagonist 20%, EPAC1 antagonist 15% and aSyn rescue 0%.
Screening CCCCN1CC(N2CCN(Cc3ccccc3)CC2)CS1(=O)=O (configuration not stated) returned EPAC1 agonist -6%, TDP43 rescue -5%, PTHR1 agonist -11%, EPAC2 agonist 4%, EPAC2 antagonist 14%, EPAC1 antagonist -9%, FUS yeast rescue -4% and aSyn rescue 9%.
For c1csc(-c2nc(N3CCCCC3)no2)c1 the results were EPAC1 agonist 7%, TDP43 rescue -8%, PTHR1 agonist -17%, EPAC2 agonist 6%, EPAC2 antagonist 1%, EPAC1 antagonist 14%, FUS yeast rescue 5% and aSyn rescue -5%.
For CCN(CC)C(=O)c1cc2c(=O)c3cc(F)ccc3oc2nc1C the results were EPAC1 agonist 8%, TDP43 rescue 1%, PTHR1 agonist inactive, EPAC2 agonist 7%, EPAC2 antagonist -2%, EPAC1 antagonist 4%, FUS yeast rescue 7% and aSyn rescue 7%.
Screening Nc1[nH]n(-c2c(Cl)cc(Cl)cc2Cl)c(=O)c1N=Nc1ccc(S(=O)(=O)Nc2ncccn2)cc1 returned EPAC1 agonist -7%, TDP43 rescue 4%, PTHR1 agonist -12%, EPAC2 agonist 0%, EPAC2 antagonist -28%, EPAC1 antagonist -23%, FUS yeast rescue 44% and aSyn rescue inconclusive.
For CCn1c(-c2ccccc2)c[nH]c1=S the results were EPAC1 agonist 4%, TDP43 rescue 5%, PTHR1 agonist inactive, EPAC2 agonist -85%[15.6 µM], EPAC2 antagonist 12%, EPAC1 antagonist 4%, FUS yeast rescue -20% and aSyn rescue 2%.
`O=C(NC(=S)Nc1ccc(Cl)cc1)c1ccccc1` gave EPAC1 agonist 13%, TDP43 rescue 28%, PTHR1 agonist inactive, EPAC2 agonist 6%, EPAC2 antagonist 7%, EPAC1 antagonist -13%, FUS yeast rescue -15% and aSyn rescue -2%.
For COc1ccccc1C(=O)C(=O)c1ccccc1OC the results were EPAC1 agonist -3%, TDP43 rescue -13%, PTHR1 agonist -4%, EPAC2 agonist 8%, EPAC2 antagonist inconclusive, EPAC1 antagonist -20%, FUS yeast rescue -19% and aSyn rescue -1%.
Screening CCOc1ccc(N2CC(C(=O)Nc3nnc(SCCOC)s3)CC2=O)cc1 (configuration not stated) returned EPAC1 agonist 3%, TDP43 rescue -17%, PTHR1 agonist -7%, EPAC2 agonist -5%, EPAC2 antagonist -7%, EPAC1 antagonist -13%, FUS yeast rescue 11% and aSyn rescue -1%.
For CCc1ccc(Sc2cc(C(=O)NCCN3CCOCC3)c3ccccc3n2)cc1 the results were EPAC1 agonist -5%, TDP43 rescue -18%, PTHR1 agonist -54%[inhibitor], EPAC2 agonist 8%, EPAC2 antagonist 5%, EPAC1 antagonist -1%, FUS yeast rescue -7% and aSyn rescue -11%.
`COc1cc2c3c(c1)/C(=C1/SC(=S)NC1=O)C(=O)N3C(C)(C)C=C2C` gave EPAC1 agonist 7%, TDP43 rescue 13%, PTHR1 agonist -19%, EPAC2 agonist 1%, EPAC2 antagonist -2%, EPAC1 antagonist -5%, FUS yeast rescue -22% and aSyn rescue 1%.
O=C(CCSc1ccc(Cl)cc1)NC12CC3CC(CC(C3)C1)C2 was read as EPAC1 agonist 11%, TDP43 rescue 14%, PTHR1 agonist -15%[57.5 µM], EPAC2 agonist 15%, EPAC2 antagonist 3%, EPAC1 antagonist 5%, FUS yeast rescue 12% and aSyn rescue -13%.
For COc1cc(NC(=O)C2CCC(CNc3c(N4CCC(C)CC4)c(=O)c3=O)CC2)cc(OC)c1 (configuration not stated) the results were EPAC1 agonist -3%&-19%, TDP43 rescue 24%&20%, PTHR1 agonist inactive, EPAC2 agonist 4%&3%, EPAC2 antagonist 4%&0%, EPAC1 antagonist -6%&6%, FUS yeast rescue 20% and aSyn rescue 2%&3%.
`Cc1cnc(NC(=O)CC(C)c2ccccc2)s1` (configuration not stated) gave EPAC1 agonist -5%, TDP43 rescue -8%, PTHR1 agonist -7%, EPAC2 agonist -11%, EPAC2 antagonist -3%, EPAC1 antagonist -13%, FUS yeast rescue 11% and aSyn rescue 1%.
COc1ccccc1CCc1nnc(CCC(=O)NCC(C)Oc2cccnc2)o1 (configuration not stated) was read as EPAC1 agonist 11%, TDP43 rescue 2%, PTHR1 agonist 0%, EPAC2 agonist 5%, EPAC2 antagonist -5%, EPAC1 antagonist 5%, FUS yeast rescue -16% and aSyn rescue -2%.
O=C(CCNC(=O)c1ccc(Br)cc1)NCCCc1ccccc1 was read as EPAC1 agonist inconclusive, TDP43 rescue 4%, PTHR1 agonist inactive, EPAC2 agonist -1%, EPAC2 antagonist -5%, EPAC1 antagonist -8%, FUS yeast rescue 12% and aSyn rescue 7%.
`CCC(C)[C@@H](CN)NCC1(c2ccccc2)CC1` (some centres not stated) gave EPAC1 agonist -11%, TDP43 rescue -11%, PTHR1 agonist -6%, EPAC2 agonist 8%, EPAC2 antagonist 9%, EPAC1 antagonist -16%, FUS yeast rescue -10% and aSyn rescue -5%.
Screening COc1ncnc2c1ncn2CCCN1CCN(Cc2ccc(C)cc2)CC1 returned EPAC1 agonist 5%, TDP43 rescue 16%, PTHR1 agonist -18%, EPAC2 agonist -2%, EPAC2 antagonist 2%, EPAC1 antagonist -6%, FUS yeast rescue -26% and aSyn rescue 3%.
COc1ccc(OCCC(=O)Nc2nccs2)cc1 was read as EPAC1 agonist 4%, TDP43 rescue 2%, PTHR1 agonist inactive, EPAC2 agonist 7%, EPAC2 antagonist -8%, EPAC1 antagonist -8%, FUS yeast rescue 7% and aSyn rescue 6%.
`COc1ccccc1C1=NNC(=NCc2ccccc2)SC1` gave EPAC1 agonist -2%, TDP43 rescue 2%, PTHR1 agonist inactive, EPAC2 agonist 17%, EPAC2 antagonist 1%, EPAC1 antagonist -15%, FUS yeast rescue 17% and aSyn rescue -1%.
CC(=O)N/C(=N/c1nc(C)cc(C)n1)Nc1cccc(C)c1C was read as EPAC1 agonist 1%, TDP43 rescue -4%, PTHR1 agonist inactive, EPAC2 agonist 7%, EPAC2 antagonist 2%, EPAC1 antagonist -2%, FUS yeast rescue 1% and aSyn rescue -1%.
For CCC(Oc1ccccc1F)C(=O)NCCN1CCOCC1 (configuration not stated) the results were EPAC1 agonist 0%, TDP43 rescue -14%, PTHR1 agonist -13%, EPAC2 agonist 11%, EPAC2 antagonist 13%, EPAC1 antagonist 10%, FUS yeast rescue 19% and aSyn rescue -20%.

For reference, part of the list above.
`COc1ccccc1C1=NNC(=NCc2ccccc2)SC1` gave EPAC1 agonist -2%, TDP43 rescue 2%, PTHR1 agonist inactive, EPAC2 agonist 17%, EPAC2 antagonist 1%, EPAC1 antagonist -15%, FUS yeast rescue 17% and aSyn rescue -1%.
CC(=O)N/C(=N/c1nc(C)cc(C)n1)Nc1cccc(C)c1C was read as EPAC1 agonist 1%, TDP43 rescue -4%, PTHR1 agonist inactive, EPAC2 agonist 7%, EPAC2 antagonist 2%, EPAC1 antagonist -2%, FUS yeast rescue 1% and aSyn rescue -1%.
For CCC(Oc1ccccc1F)C(=O)NCCN1CCOCC1 (configuration not stated) the results were EPAC1 agonist 0%, TDP43 rescue -14%, PTHR1 agonist -13%, EPAC2 agonist 11%, EPAC2 antagonist 13%, EPAC1 antagonist 10%, FUS yeast rescue 19% and aSyn rescue -20%.
